Screening data deposited in PubChem BioAssay by several laboratories.
HIV peptide binding: inhibitors of HIV fusion peptide binding, primary screen, biochemical, uHTS, fluorescence dequenching (AID 1986); cell-free peptide binding, fluorescence dequenching, 30 min; higher % means a stronger effect; inhibition, % at 20 µM, or IC50 in µM where a hit was titrated; 290,000 compounds, 0.3% hits; in the data active means inhibition mostly above about 52%, no sharp cut-off; inactive means mostly below about 76%; further: some results filed as inactive read as strong as hits
NOD1 inhibition: NOD1 signaling inhibitors, primary screen, cell-based, luminescence, uHTS (AID 1578); 290,000 compounds, 1% hits; NOD1-driven NF-kB luciferase reporter cells, luminescence; higher % means a stronger effect; inhibition, % at 4 µM; hits with a dose series show EC50 in µM; in the data active means inhibition mostly above about 36%, no sharp cut-off; inactive means mostly below about 34%;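 further: HEK-293T reporter cells stimulated with the NOD1 agonist gamma-tri-DAP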
GPR55 LPI antagonism: GPR55 antagonists blocking LPI-driven arrestin recruitment, primary screen, imaging, U2OS, beta-arrestin-GFP, LPI agonist (AID 2013); U2OS GPR55 beta-arrestin-GFP translocation imaging, LPI antagonism; higher % means a stronger effect; inhibition, % at 10 µM, or IC50 in µM where a hit was titrated; 290,000 compounds, 0.13% hits;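 active means spots per cell inhibited over 60%, with over 100 cells counted and total cytoplasm intensity under 500,000; inconclusive means wells with under 100 cells, flagged as likely toxic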;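 further: U2OS cells stably carrying GPR55 and arrestin-GFP stimulated by 5 µM LPI near EC80; imaged beta-arrestin-GFP aggregate spots per cell after agonist stimulation; plate controls were LPI-stimulated DMSO wells for no effect and DMSO wells without LPI for full effect; some results filed as inactive read as strong as hits; confirmed hits need IC50 under 10 µM and bright autofluorescent wells are also inconclusive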
KOR beta-arrestin-1: KOR agonists, beta-arrestin recruitment, primary screen, cell-based, luminescence, uHTS (AID 1777) | KOR beta-arrestin recruitment, luminescence; higher % means a stronger effect | 280,000 compounds, 0.02% hits | one-dose activation, % at 10 µM; EC50 in µM for titrated hits; in the data active means activation above about 50%, passing the limit was not always enough; further: a part of the inactive calls stands beside numbers as strong as those of hits
GPR55 beta-arrestin: GPR55 agonists via beta-arrestin recruitment, primary screen, imaging, U2OS cells, beta-arrestin-GFP redistribution (AID 1961). G-protein coupled receptor 55 (Homo sapiens). U2OS GPR55 beta-arrestin-GFP redistribution imaging; higher % means a stronger effect. activation, % at 10 µM, or EC50 in µM where a hit was titrated. 290,000 compounds, 0.048% hits;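 active means activation above 40% with more than 50 cells counted in the well; inconclusive means wells holding fewer than 50 cells, flagged as toxic or sparse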;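 further: U2OS osteosarcoma cells stably expressing GPR55 and beta-arrestin-GFP; plate controls were DMSO negative control for no effect and LPI positive control for full effect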
West Nile antiviral: West Nile virus antiviral activity, cell-based, CPE readout (AID 1621); West Nile virus-infected cells, CPE inhibition; higher % means a stronger effect; one-dose CPE inhibition, % at 10 µM; IC50 in µM for titrated hits; 290,000 compounds, 0.02% hits; in the data active means a potency from the dose series; inconclusive means CPE inhibition mostly from about 3.7% at the one dose, without a potency; inactive means the rest, 99 in 100 with CPE inhibition below about 2.2%; further: strong numbers were not always called active
GPR35 arrestin U2OS: GPR35 antagonists blocking zaprinast-driven arrestin recruitment, primary screen, imaging, U2OS, beta-arrestin-GFP, zaprinast agonist (AID 2058) | G-protein coupled receptor 35 (Homo sapiens) | U2OS GPR35 beta-arrestin-GFP translocation imaging, zaprinast antagonism; higher % means a stronger effect | one-dose inhibition, % at 10 µM; IC50 in µM for titrated hits | 290,000 compounds, 0.052% hits;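 active means inhibition of at least 50% with at least 30 cells and total cytoplasm GFP at most 10,000,000; inconclusive means under 30 cells or total GFP of 10,000,000 plus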
NS5 inhibitors: Dengue-2 NS5 methyltransferase inhibitors, primary screen, biochemical, confirmation dose response (AID 588689). 340,000 compounds, 0.3% hits. Genome polyprotein (Dengue virus type 2 (strain 16681-PDK53)). one-dose inhibition, % at 25 µM; IC50 in µM for titrated hits. Dengue-2 NS5 methyltransferase capping enzyme assay, biochemical; higher % means a stronger effect; in the data active means a potency from the dose series; inconclusive means inhibition above about 29% without an active follow-up result
KOR beta-arrestin-2: KOR antagonists, beta-arrestin recruitment, cell-based, luminescence, uHTS (AID 1778); Kappa-type opioid receptor (Homo sapiens); KOR beta-arrestin recruitment, luminescence, antagonist mode; higher % means a stronger effect; inhibition, % at 10 µM, or IC50 in µM where a hit was titrated; 290,000 compounds, 0.091% hits; in the data active means inhibition above about 50%; further: strong numbers were not always called active
NS5 inhibitors pilot replicate: recorded beside NS5 inhibitors, whose call it bears; inhibition, %; measured here: pilot screen replicate inhibition
Active calls of the source: *; ? = inconclusive; · = no result given; [ ] = another dose, or the depositor's remark. Not all compounds are listed. The share of hits here may be higher or lower than overall.

SMILES	HIV peptide binding	NOD1 inhibition	GPR55 LPI antagonism	KOR beta-arrestin-1	GPR55 beta-arrestin	West Nile antiviral	GPR35 arrestin U2OS	NS5 inhibitors	KOR beta-arrestin-2	others
CNC(=O)CC1C(=O)N(c2ccc(Cl)cc2)C(=S)N1NC(=O)c1cccc(F)c1 (stereo unspecified)	1.2%	5%	6%	0.1%	-0.1%	-0.4%	-7%	-4%	-23%
Cc1nc2ncnn2c(C)c1Cc1ccc(Cl)cc1	-0.7%	3%	-10%	1.9%	0.0%	-0.2%	4%	-2%	-21%
C=CCc1cc(Cl)ccc1OCCNCCCOC	1.5%	-16%	14%	8.3%	0.5%	-0.2%	2%	-5%	·
Cc1ccc(Cn2cc(S(=O)(=O)c3ccc(C(C)C)cc3)c(=O)c3cc4c(cc32)OCO4)cc1	2.1%	-22%	15%	-0.9%	-0.2%	-0.8%	-16%	-1%	-12%
CCC(=O)Nc1ccc(C(=O)NNC(=O)c2cc(OC)c(OC)c(OC)c2)cc1	1.1%	-50%	-2%	-1.3%	0.0%	0.3%	7%	-8%	-24%[20 µM]
COc1ccc(OC)c(N/C=C/C(=O)c2ccccc2)c1	-0.5%	62%*	0%	-6.3%	0.2%	0.2%	5%	8%	15%
Nc1nc(-c2cccnc2)nn1C(=O)Cc1ccccc1	0.9%	-16%	4%	-1.5%	-0.1%	0.8%	6%	-4%	14%
Cc1ccc(Cc2cnc(N)s2)o1	-1.7%	8%	7%	12%	-0.2%	1.7%	10%	5%	5%
CC(C)(C)c1ccc(-c2nc(C=O)c3ccccn23)cc1	-1.6%	-18%	-2%	0.0%	-0.1%	·	-3%	0%	26%
Cc1ccc(C(=O)Nc2ccc3c4c(cccc24)CC3)cc1[N+](=O)[O-]	-0.1%	-2%	1%	-3.6%	-0.1%	0.5%	-3%	-4%	8%
CCOc1ccc(OCC)c(NC(=O)CN2CCN(c3cccc(C)c3)CC2)c1	0.9%	-10%	2%	-2.8%	-0.1%	·	-5%	-1%	38%
Cc1ccc(/C=C/S(=O)(=O)NCC(=O)OCC(=O)NCc2ccccc2)cc1	0.0%	-26%	2%	-0.6%	-0.1%	0.5%	-20%	3%	1%
O=C(c1cc2ccccc2c(=O)o1)N1CCc2ccccc2C1	1.2%	-3%	-6%	2.9%	-0.1%	·	0%	-4%	14%
COc1cccc(C(=O)NC(=S)NCc2ccco2)c1	-0.4%	-28%	2%	-1.6%	-0.1%	-0.7%	8%	-3%	22%
COC(=O)C1=C(C)NC(C)=C(C(=O)OC)C1c1ccc(-c2cccc([N+](=O)[O-])c2)o1	-0.6%	-6%	-3%	3.8%	-0.3%	-0.5%	-19%	-3%	-12%
CCCCNC(=S)N(C)N=C1CCC(c2ccccc2)CC1 (stereo unspecified)	-0.3%	1%	2%	-2.8%	0.7%	-1.3%	6%	-7%	17%
CCOc1ccc(NC(=O)C2CCCN(S(=O)(=O)c3c(C)noc3C)C2)cc1 (stereo unspecified)	0.1%	·	13%	-1.7%	0.5%	-0.1%	13%	-4%	-29%
CCOC(=O)/C(C#N)=C/Nc1ccsc1C(=O)OC	-1.5%	2%	2%	-1.6%	-0.2%	-1.0%	-2%	-5%	4%
CC1=C(C(=O)OC2CCCCC2)C(c2ccc(O)cc2)NC(=O)N1 (stereo unspecified)	1.8%	-15%	-11%	2.5%	-0.3%	-0.8%	-8%	1%	-9%[20 µM]	NS5 inhibitors pilot replicate=-4.6
CN(C)S(=O)(=O)c1ccc(NC(=O)CCCNC(=O)c2ccc(Cl)cc2)cc1	-0.1%	-10%	2%	2.3%	-0.2%	-0.3%	5%	3%	-8%
Cc1[nH]c2ccccc2c1/C=C/c1cc[n+](C)cc1	144%	5%	?	4.1%	-0.1%	·	71%*	?	-14%
CCOC(=O)CN1C(=O)C2(OCCCO2)c2ccccc21	-3.1%	-17%	6%	-1.3%	-0.3%	0.2%	-4%	1%	31%
O=c1/c(=C/c2ccccc2)sc2nnc(-c3cccs3)n12	0.3%	-1%	0%	6.3%	-0.2%	0.9%	-13%	·	-14%
Cc1ccc2cc(CN(CC3CCCO3)C(=O)NC3CCCCC3)c(=O)[nH]c2c1C (stereo unspecified)	-0.8%	8%	-6%	-4.6%	-0.2%	-1.0%	12%	1%	14%
CCCOc1ccc(C(=O)CCC(=O)OCC(=O)Nc2ccc(Oc3ccccc3)cc2)cc1	2.5%	-2%	1%	-2.4%	-0.2%	0.0%	-4%	·	-18%
CC1Cc2cc(/C(O)=C3/C(=O)C(=O)N(CCN4CCOCC4)C3c3ccc([N+](=O)[O-])cc3)ccc2O1 (stereo unspecified)	0.1%	-1%	10%	-0.8%	-0.2%	-0.8%	3%	-5%	8%
COC(=O)C(C)n1cnc2c(nnn2Cc2ccc(Cl)cc2)c1=O (stereo unspecified)	-4.0%	46%	0%	2.3%	0.8%	0.5%	24%	-4%	46%
O=C(c1ccco1)N1CCN(C(=O)c2ccccc2NS(=O)(=O)c2ccc(F)cc2)CC1	-2.1%	-30%	2%	-3.6%	-0.1%	-0.3%	-10%	-29%	-15%
Cc1cnc(CNC(=O)c2ccc3oc(Cc4ccc(Cl)cc4)nc3c2)cn1	0.3%	-26%	-12%	0.1%	-0.1%	-1.4%	-5%	-1%	-5%
COc1cccc2c1OCC([C@@H]1C[C@H]3CN(Cc4cccc(Cl)c4)C(=O)[C@]34CCCN14)=C2	1.5%	-6%	17%	·	-0.1%	-1.6%	-17%	-10%	4%[20 µM]
O=C(Cn1c(=O)n(-c2cccc(Cl)c2)c(=O)n1CC(=O)N1CCCCC1)N1CCCCC1	0.6%	-16%	-3%	-1.7%	0.2%	1.1%	4%	5%	13%
O=C(NNC(=O)c1cc(OCC(F)(F)F)ccc1OCC(F)(F)F)c1ccc(Cl)c(Cl)c1	4.1%	-13%	-6%	-5.8%	0.5%	0.0%	-1%	-8%	25%
COc1ccc(OCC(O)CNS(=O)(=O)c2cccs2)cc1 (stereo unspecified)	-0.3%	-19%	1%	-1.7%	-0.1%	-0.6%	-2%	5%	15%
CC(C)CN(CCCNC(=O)CN1C(=O)COc2ccc(S(=O)(=O)N3CCOCC3)cc21)CC(C)C	2.1%	12%	19%	4.2%	0.0%	-0.5%	0%	-3%	-37%
CS(=O)(=O)Nc1ccc(C2=NN(S(C)(=O)=O)C(c3ccccc3)C2)cc1 (stereo unspecified)	-1.5%	29%	11%	6.2%	-0.2%	0.5%	-16%	-4%	-7%
Cc1ccc(CNC(=O)C2CCC(=O)N(CC3CCCCC3)C2)o1 (stereo unspecified)	0.6%	-22%	10%	-0.7%	-0.1%	-0.5%	-3%	1%	-10%
O=C(c1cccc2ccccc12)N1CCN(c2ccccc2F)CC1	1.4%	-28%	9%	0.5%	-0.2%	-1.0%	8%	-4%	-24%
CC(=O)c1cc(C#N)c(N2CCOCC2)nc1C	0.7%	-24%	8%	-4.8%	-0.1%	0.1%	-23%	-8%	-2%
Cc1cccc(N2C(=O)CN(Cc3ccccc3)C2=S)c1	-1.1%	-4%	12%	-4.3%	0.0%	-2.1%	-7%	-2%	26%
CC[N+](CC)(CC=C(C)C)CC(=O)OC	0.3%	-7%	-8%	-1.8%	0.3%	-0.5%	16%	4%	11%[20 µM]
CCOc1cc(/C=N/NC(=O)c2cc(C)n(-c3ccc(F)cc3)c2C)ccc1O	-1.9%	-9%	15%	-5.9%	0.5%	-0.7%	-7%	6%	-2%
Cc1nn(C)c(C(=O)N2CCc3ccccc32)c1Cl	-1.3%	-18%	-4%	-0.8%	-0.5%	0.0%	2%	-4%	-20%	NS5 inhibitors pilot replicate=0.2
CC1Sc2ccc(S(=O)(=O)N3CCN(c4ccccc4)CC3)cc2NC1=O (stereo unspecified)	-2.4%	30%	8%	2.1%	0.0%	-1.0%	30%	-9%	-10%
Nc1nc(SCC(=O)NC2CCCC2)[nH]c(=O)c1-c1ccccc1	15%	-4%	3%	-2.1%	-0.1%	0.0%	-21%	·	-14%
CCc1ccccc1NC(=O)Nc1ccon1	-1.4%	-12%	-2%	-3.5%	0.9%	-0.2%	4%	-2%	11%
COC(=O)c1ccc([C@H]2C=C(C(=O)O)O[C@@H](OCc3ccc(CO)cc3)C2)cc1	0.9%	-1%	-5%	-2.7%	-0.1%	0.5%	-6%	0%	15%

Compounds above with four or more nitrogen atoms, in the order listed:
SMILES	HIV peptide binding	NOD1 inhibition	GPR55 LPI antagonism	KOR beta-arrestin-1	GPR55 beta-arrestin	West Nile antiviral	GPR35 arrestin U2OS	NS5 inhibitors	KOR beta-arrestin-2	others
CNC(=O)CC1C(=O)N(c2ccc(Cl)cc2)C(=S)N1NC(=O)c1cccc(F)c1 (stereo unspecified)	1.2%	5%	6%	0.1%	-0.1%	-0.4%	-7%	-4%	-23%
Cc1nc2ncnn2c(C)c1Cc1ccc(Cl)cc1	-0.7%	3%	-10%	1.9%	0.0%	-0.2%	4%	-2%	-21%
Nc1nc(-c2cccnc2)nn1C(=O)Cc1ccccc1	0.9%	-16%	4%	-1.5%	-0.1%	0.8%	6%	-4%	14%
COC(=O)C(C)n1cnc2c(nnn2Cc2ccc(Cl)cc2)c1=O (stereo unspecified)	-4.0%	46%	0%	2.3%	0.8%	0.5%	24%	-4%	46%
Cc1cnc(CNC(=O)c2ccc3oc(Cc4ccc(Cl)cc4)nc3c2)cn1	0.3%	-26%	-12%	0.1%	-0.1%	-1.4%	-5%	-1%	-5%
O=C(Cn1c(=O)n(-c2cccc(Cl)c2)c(=O)n1CC(=O)N1CCCCC1)N1CCCCC1	0.6%	-16%	-3%	-1.7%	0.2%	1.1%	4%	5%	13%
CC(C)CN(CCCNC(=O)CN1C(=O)COc2ccc(S(=O)(=O)N3CCOCC3)cc21)CC(C)C	2.1%	12%	19%	4.2%	0.0%	-0.5%	0%	-3%	-37%
Nc1nc(SCC(=O)NC2CCCC2)[nH]c(=O)c1-c1ccccc1	15%	-4%	3%	-2.1%	-0.1%	0.0%	-21%	·	-14%
